NR1D1 modulator: Rev-erb alpha (human) modulation; P20393; Rev-erbα–FITC-DNA binding, fluorescence polarization, 90 min; activity, % at 10 µM; 370,000 compounds, 0.79% hits; AID 1259318;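 active means activity above about 14%, limit read from the data; passing the limit was not always enough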;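 further: 0% = DMSO wells with 35 nM protein and 100% = DMSO wells with 750 nM protein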
SIAE primary: human SIAE inhibition, primary screen. Q9HAT2. SIAE FP-Rh probe binding, fluorescence polarization. inhibition, % at 9.66 µM. 370,000 compounds, 0.69% hits. AID 1053197;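 active means inhibition above a cutoff: mean of compounds within the control limits plus 3 SD of those, cut at about 17% in these data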;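 further: 0% = plate median of compound wells and 100% = probe without SIAE protein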
PG9 binder: small molecules binding HIV-1 gp120 antibody PG9; TR-FRET gp120-PG9 antibody binding; inhibition, % at 6.7 µM; 360,000 compounds, 0.43% hits; AID 624416; in the data active means inhibition above about 8.5%
TDP2 inh: blocks human TDP2 phosphodiesterase activity; O95551; recombinant TDP2, T5PNP hydrolysis, p-nitrophenol absorbance 415 nm; inhibition, % at 12.8 µM; 370,000 compounds, 0.34% hits; AID 720702;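 active means inhibition above the mean of all tested compounds plus 3 SD, set per campaign, cut at about 25% in these data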;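 further: 0% = DMSO with enzyme and 100% = buffer with substrate but no TDP2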
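Test system: human TDP2 enzyme; Input: 120 nM TDP2 per well; Buffer or medium: Mg2+-containing Tris-HCl buffer, pH 7.5; Reagent: 5 mM T5PNP; Dosing: 12.8 µM single point, 1% DMSO; Incubation: reaction 2 h, 37 °C; Detection: p-Nitrophenol epi absorbance; Read-out: % inhibition relative to enzyme-containing and enzyme-free wells; Replicates: single well per compound.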
HTRA1 inh: inhibitors of human serine peptidase HTRA1; Q92743; recombinant HTRA1, FP-rhodamine activity-based probe, fluorescence polarization; inhibition, % at 5.96 µM; AID 504803; 340,000 compounds, 0.5% hits; in the data active means inhibition above about 36%;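 further: 0% = enzyme with DMSO and 100% = wells lacking enzyme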
Target sequence (Q92743 whole entry, looked up): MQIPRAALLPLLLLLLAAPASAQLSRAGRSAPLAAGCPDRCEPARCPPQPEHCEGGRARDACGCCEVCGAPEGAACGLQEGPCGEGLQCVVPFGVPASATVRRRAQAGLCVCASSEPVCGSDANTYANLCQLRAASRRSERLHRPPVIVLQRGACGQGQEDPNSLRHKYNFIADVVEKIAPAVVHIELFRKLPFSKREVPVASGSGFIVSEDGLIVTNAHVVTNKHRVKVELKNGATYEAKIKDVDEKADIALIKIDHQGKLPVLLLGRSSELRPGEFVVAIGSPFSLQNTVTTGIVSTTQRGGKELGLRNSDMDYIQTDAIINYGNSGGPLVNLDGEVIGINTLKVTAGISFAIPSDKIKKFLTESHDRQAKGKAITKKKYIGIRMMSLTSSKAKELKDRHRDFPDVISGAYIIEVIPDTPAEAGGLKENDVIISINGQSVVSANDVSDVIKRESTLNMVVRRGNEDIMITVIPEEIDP
LEDGF integ inh: blocks HIV-1 LEDGF/p75-dependent DNA integration; TR-FRET IN-LEDGF/p75 DNA integration, Eu/Cy5; inhibition, % at 3.7 µM; 370,000 compounds, 0.64% hits;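 active means inhibition above the screen-wide mean plus 3 SD, cut at about 13% in these data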;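 further: signal is the Cy5 over europium emission ratio at 671 and 618 nm; 0% = plate median of compound wells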
PRMT1 inh: PRMT1 (human) inhibition, primary screen; Q99873; recombinant PRMT1, activity-based probe fluorescence polarization; inhibition, % at 2.79 µM; 370,000 compounds, 1.3% hits;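 active means inhibition above about 21% made by adding two undisclosed values, limit read from the data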
Target sequence (Q99873 whole entry, looked up): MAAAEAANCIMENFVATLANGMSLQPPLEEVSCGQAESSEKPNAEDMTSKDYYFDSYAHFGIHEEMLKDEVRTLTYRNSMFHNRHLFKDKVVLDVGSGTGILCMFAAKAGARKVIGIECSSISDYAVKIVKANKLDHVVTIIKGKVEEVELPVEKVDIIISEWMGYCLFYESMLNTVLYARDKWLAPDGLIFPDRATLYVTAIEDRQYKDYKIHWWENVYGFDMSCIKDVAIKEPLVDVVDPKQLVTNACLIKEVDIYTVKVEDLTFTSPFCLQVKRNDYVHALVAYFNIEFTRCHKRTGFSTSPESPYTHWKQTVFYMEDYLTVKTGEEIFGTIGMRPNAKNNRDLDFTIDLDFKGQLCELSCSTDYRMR
TCR-CD3 inh: blocks the human TCR-CD3 interaction. 360,000 compounds, 0.37% hits. inhibition, % at 9.4 µM. TAMRA-labeled TCR probe fluorescence, biochemical. AID 651800; in the data active means inhibition above about 19%;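 further: recombinant mutant TCR 2C K166C tagged with TAMRA read by polarization; 0% = receptor in buffer alone and 100% = receptor with positive control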
rCAG RNA binder: molecules binding r(CAG) RNA repeats; 370,000 compounds, 1.3% hits; AID 651821; inhibition, % at 3 µM; r(CAG) RNA repeat, TO-PRO-1 dye displacement fluorescence;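 active means inhibition above the plate cutoff, the mean of all test compounds on that plate plus 3 SD, cut at about 35% in these data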;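 further: 0% = DMSO alone and 100% = 100 µM mitoxantrone as full dye displacement; higher means more dye released from RNA so lower well fluorescence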
mABHD4 FP: inhibits mouse alpha/beta hydrolase domain 4; Q8VD66; 370,000 compounds, 0.54% hits; purified mABHD4, FP-Rh probe fluorescence polarization; inhibition, % at 8.92 µM;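 active means inhibition exceeding the mean over every tested compound plus 3 SD, cut at about 30% in these data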;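 further: 0% = plate median of compound wells and 100% = S159A mutant with DMSO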
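Assay system: Wild-type mouse ABHD4 protein | Medium: HEPES pH 7.0 buffer, 150 mM NaCl, 0.01% Pluronic F-127 | Incubation: Enzyme–compound pre-incubation 45 min, then probe 60 min, both 25 °C | Technique: Fluorescence polarization with parallel and perpendicular emission, 525/598 nm | Evaluation: % inhibition of FP-Rh probe binding versus controls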
The depositor's hits bear a star; x = not tested or not shown. Not all compounds are listed; rates above refer to the full screens.

SMILES	NR1D1 modulator	SIAE primary	PG9 binder	TDP2 inh	HTRA1 inh	LEDGF integ inh	PRMT1 inh	TCR-CD3 inh	rCAG RNA binder	mABHD4 FP
O=C(CN1C(=O)c2ccccc2C1=O)Nc1ccccc1F	3.5	-2.5	-1.3	0.6	4.2	4.5	2.4	1.2	-3.9	2.5
CCn1ncc([C@@H]2C[C@H]3CN(Cc4ccccc4C)C(=O)[C@]34CCCN24)c1C	-9.7	-0.1	-1.3	-1.8	0.3	-2.0	0.0	6.3	-4.8	1.0
COc1ccccc1CN1CCNC(=O)C1CC(=O)N(C)C1CCOCC1 (stereo not given)	-1.3	4.1	0.4	0.5	-1.7	-1.8	1.5	1.6	1.7	11.2
Cc1cccc(C)c1NC(=O)C1(C)CCC(=O)N1C1CC1 (stereo not given)	-4.2	-1.0	-1.5	4.0	x	-1.7	-2.1	-0.9	1.8	1.4
Cc1ccnn1CC(=O)N/N=C/c1cccs1	1.6	1.7	-2.0	-15.6	-6.1	2.2	-1.5	-3.2	2.2	-6.9
CC(=O)NC(Cc1ccc(O)cc1)C(=O)NN (stereo not given)	-3.5	2.5	-0.5	12.3	-6.7	-3.5	-1.2	5.3	-7.0	3.1
COc1ccc(C(CNC(=O)c2ccc(OCc3ccccc3)cc2)N2CCOCC2)cc1 (stereo not given)	-0.8	0.3	0.1	-6.9	-9.3	-9.9	1.6	-10.8	3.8	-5.6
COC(=O)c1sccc1NC(=O)c1cc(OC)cc(OC)c1	0.0	-7.8	-0.1	-4.7	-10.7	-3.3	-4.9	-4.2	0.0	-6.6
O=C(O)CN(C1CCCCC1)S(=O)(=O)c1ccc(F)cc1	-2.0	0.7	4.6	-10.0	2.0	-4.4	1.9	-4.7	-0.2	3.8
COc1ccccc1N(C)S(=O)(=O)c1ccc(C(=O)NCC2CCCCC2)cc1	-4.5	-0.9	-1.2	7.4	-22.6	-0.6	-5.2	6.0	1.8	-13.5
CCOc1ccccc1NC(=S)NC1CCCCC1	-0.1	8.0	2.5	7.4	4.8	-0.3	-1.8	0.3	-2.6	10.0
O=c1c2cc([N+](=O)[O-])ccc2nc2n1CCC2	-3.7	4.0	-1.0	-1.0	-0.8	-0.7	3.5	-3.6	-1.7	-3.5
CC(Oc1ccc(F)cc1)C(=O)Nc1nc(-c2ccccn2)cs1 (stereo not given)	2.2	-3.4	-1.0	-7.6	12.7	8.1	-3.2	-4.2	-1.6	-5.6
CCCNc1nc(C)cc(-c2cc(-c3ccccc3)on2)n1	-4.8	-7.1	0.2	4.1	-30.6	0.0	-0.1	0.6	1.8	-6.9
COCc1ccccc1Cn1cnc2c1c(=O)n(C)c(=O)n2C	-4.5	1.9	0.1	-3.9	-1.8	0.8	-0.8	5.9	0.3	-5.0

Two entries from above, with two lines to a compound.
Value order: NR1D1 modulator | SIAE primary | PG9 binder | TDP2 inh | HTRA1 inh | LEDGF integ inh | PRMT1 inh | TCR-CD3 inh | rCAG RNA binder | mABHD4 FP
- O=c1c2cc([N+](=O)[O-])ccc2nc2n1CCC2
 : -3.7 | 4.0 | -1.0 | -1.0 | -0.8 | -0.7 | 3.5 | -3.6 | -1.7 | -3.5
- CC(Oc1ccc(F)cc1)C(=O)Nc1nc(-c2ccccn2)cs1 (stereo not given)
 : 2.2 | -3.4 | -1.0 | -7.6 | 12.7 | 8.1 | -3.2 | -4.2 | -1.6 | -5.6

Further records
SMILES	NR1D1 modulator	SIAE primary	PG9 binder	TDP2 inh	HTRA1 inh	LEDGF integ inh	PRMT1 inh	TCR-CD3 inh	rCAG RNA binder	mABHD4 FP
O=C1c2ccccc2C(=O)N1CCc1csc(-c2cccc(F)c2)n1	1.9	-1.3	-1.2	0.8	-11.2	2.7	3.9	-0.5	-4.9	-0.6
CCC(C(=O)N1CCOCC1)n1nc(C)n2c(cc3cc(C)ccc32)c1=O (stereo not given)	0.5	7.6	1.4	9.5	1.4	-3.2	0.0	-8.8	-5.4	9.0
CCN(CC(=O)NCc1cccs1)S(=O)(=O)c1cc(NC(C)=O)ccc1OC	-6.2	-4.8	-0.7	-2.4	6.3	0.3	9.4	-9.1	2.1	-6.8
CC1CCN(C(=O)C2CCCN(C(=O)c3ccc4c(c3)NC(=O)CS4)C2)CC1 (stereo not given)	-1.2	-2.5	x	3.6	x	3.1	-4.0	x	0.0	-5.1
Cc1c(C(=O)NC2CC2)oc2ccc(S(=O)(=O)N3CCCCCC3)cc12	6.2	7.7	2.7	11.0	1.1	-1.0	2.3	-3.6	-3.4	10.9
COc1cccc(-c2sc3ccc(OC)cc3c2-c2cnc(N3CCOCC3)nc2)c1	9.8	-4.0	-2.9	-0.8	x	2.0	-2.8	-2.4	8.6	-1.5
COc1ccc(CCC(=O)Nc2ccc(S(=O)(=O)Nc3ncccn3)cc2)cc1	-0.2	6.1	0.0	-3.6	-6.1	-4.0	3.6	0.7	1.6	1.5
c1csc(-c2ncc3ccccn23)c1	-2.7	1.1	-3.4	-1.7	9.1	1.2	0.8	4.7	6.3	2.7
CCCNC(=O)CN(c1cccc(F)c1)S(C)(=O)=O	3.0	-3.0	0.3	-9.4	7.7	1.4	4.8	-4.4	-3.5	-8.5
COc1ccc(-c2csc(NC(=O)COC(=O)C3=COCCO3)n2)cc1	-2.1	1.1	-0.6	13.4	-2.1	-2.9	-2.3	-0.8	3.1	-1.9
O=C(COc1ccc(Cl)cc1)N1CCN(c2ccc([N+](=O)[O-])c(N3CCOCC3)c2)CC1	2.9	3.0	-1.6	-14.1	-6.8	2.2	3.5	4.0	-2.6	6.7
O=C(O)c1cccc(-n2cnnn2)c1	-0.2	0.8	-3.0	0.6	5.7	-1.2	3.6	-3.1	-5.4	-4.7
O=C1C(Cl)=C(N2CCN(c3ccccc3[N+](=O)[O-])CC2)C(=O)c2ccccc21	4.1	12.7	-8.1	61.9*	25.0	12.7	6.4	-3.0	11.7	26.0
Nc1c(-c2ccccc2)nnn1Cc1ccccc1	-2.9	-3.3	-1.2	5.0	5.9	-3.7	2.7	-0.5	-4.7	2.5
CCSc1nnc(C)n1-c1ccc(C(=O)O)cc1	1.3	-0.9	-1.4	-3.3	-1.8	-1.0	0.2	-2.2	-0.4	0.2
Cc1cccc(C)c1NC(=O)CN(C)C(=O)COc1cccc2c1OC(C)(C)C2	-10.1	-1.0	-2.5	4.2	3.8	5.1	0.5	7.7	-5.9	2.1
OC1CCCN(C(=S)NCc2ccccc2)C1 (stereo not given)	1.9	-1.9	-0.3	-0.4	4.8	4.5	-1.4	-0.3	-5.4	4.3
CCCOc1cccc(C(=O)NCCNC(=O)c2ccc(C)nc2)c1	-4.1	-2.0	-5.1	13.1	8.4	-1.9	-2.1	-2.0	-0.4	5.1
CCN(CC(=O)NCc1ccc(Cl)cc1)C(=O)/C=C/c1cc(OC)c(OC)c(OC)c1	2.5	0.4	-3.5	3.9	3.8	2.6	-1.5	0.6	-1.2	1.4
CC(=O)NC(CC(C)C)C(=O)NC(CO)C(=O)NC(CCC(=O)O)C(=O)NC(C)C(=O)NC(CC(C)C)C(N)=O (stereo not given)	-2.0	3.7	-0.1	9.9	-3.0	-1.8	-0.7	1.8	1.7	1.6
CCC(=C(c1ccc(O)cc1)c1ccc(OCCN(C)C)cc1)c1ccccc1	3.0	6.8	-0.4	-2.7	3.4	-3.7	-1.9	3.4	1.1	5.7
Cc1cc(C)n(C(=O)Cn2nc(C(F)F)cc2C)n1	0.3	3.4	-1.3	5.2	5.8	0.4	1.1	-3.6	0.3	-4.8
COCCCn1c(SCC(=O)Nc2ccc3c(c2)OCCO3)nnc1-c1ccoc1C	1.6	5.1	-1.1	-1.3	-1.6	2.4	-3.2	2.4	-3.5	-8.7
Cn1c(=O)oc2cc(S(=O)(=O)CCC(=O)Nc3ccccc3)ccc21	-1.7	1.8	-1.3	-2.7	-0.2	0.8	-1.8	-2.6	-0.7	-0.4
CCC1(CC)NC(=O)N(CC(=O)NC(=O)NCc2ccccc2)C1=O	1.7	-2.7	-1.8	2.6	-5.0	3.0	-3.4	9.2	-2.6	-0.1
Cc1cc(C(=O)OCCCN(C)C2CN(Cc3cn(Cc4ccccc4C(F)(F)F)nn3)S(=O)(=O)C2)no1 (stereo not given)	5.9	5.8	x	2.7	x	-3.8	3.1	x	1.9	8.8
CCCCOC(=O)C1CCC[C@@H](C)N1 (stereo not given in full)	1.0	-0.6	-0.9	-17.4	-5.0	-4.8	4.3	0.8	1.4	-10.3
COCCCNc1nc2nonc2nc1N1CCN(C2CCCC2)CC1	-1.1	-1.9	1.3	-11.0	5.8	5.2	-3.4	4.4	-4.5	-3.8
O=C(OCC(=O)c1ccc[nH]1)C1=COCCO1	-11.6	1.9	-0.1	4.6	12.7	2.2	3.4	0.0	5.4	1.5
CCCNC(=O)C1(C)CCCN(CC(=O)c2ccccc2OC)C1 (stereo not given)	-1.6	6.1	0.3	0.1	x	-1.5	3.8	-6.0	2.5	3.4
O=C(Nc1ccn(Cc2cccc3ccccc23)n1)c1cccnc1	3.5	-2.3	-3.3	-2.5	3.4	-0.2	0.3	1.4	-2.7	-6.0
Nc1nnc(SCc2nnc(-c3ccccc3)o2)s1	4.7	-1.6	0.0	-9.2	1.0	-2.6	3.3	-3.6	7.0	1.0
O=C(CN1CCN(S(=O)(=O)c2ccc(Br)s2)CC1)N1CCCCC1	2.2	2.8	-0.8	12.5	-8.1	3.9	-1.3	-1.3	1.4	-3.6
CCn1c(SCC(=O)Nc2cc(C)c(Cl)cc2OC)nnc1-c1ccco1	2.4	-2.8	0.6	3.2	-19.6	1.7	3.7	1.8	1.3	-4.1
O=C1CC(NCc2ccncc2)C(=O)N1c1ccc(Cl)cc1 (stereo not given)	-2.1	5.9	-0.5	-5.0	-11.0	0.7	1.2	2.0	9.5	2.3
O=C1CSC(c2ccc([N+](=O)[O-])cc2)N1c1ccccc1F (stereo not given)	-0.9	-1.7	-0.9	-6.0	8.4	3.1	15.9	-3.3	-1.4	0.9
O=C(c1cc(-c2ccccc2O)on1)N1CCCCCC1	1.9	4.9	0.0	13.3	-10.6	-1.0	-0.7	0.4	0.5	1.2
Cc1cccc(NC(=S)NCc2cccs2)c1C	1.3	2.9	0.0	-4.4	-6.3	-1.7	-0.5	4.1	-0.1	4.3
Cc1ccc(CNS(=O)(=O)c2ccc3c(c2)n(C)c(=O)n3C)cc1	-3.7	1.0	-2.7	-0.4	1.9	-4.8	-3.5	2.8	-2.7	-1.7
COc1ccc(-c2cccc(NS(=O)(=O)c3ccc([N+](=O)[O-])cc3)c2)nn1	-3.8	4.1	1.4	6.9	-5.7	3.5	0.9	5.9	14.7	4.3
O=C(NC1CCSC1=O)c1cccc(C(=O)NC2CCSC2=O)c1 (stereo not given)	-7.4	2.4	-2.6	8.7	2.7	2.3	4.7	-0.7	6.5	1.6
CCN1C(=O)[C@H]2[C@@H](c3ccc(-c4ccc(F)cc4)cc3)N[C@@](Cc3ccccc3)(C(=O)OC)[C@H]2C1=O	2.3	-5.5	1.0	-1.0	-29.4	0.3	-0.1	-0.7	0.5	-23.4
